Source: PubChem BioAssay (Southern Research Specialized Biocontainment Screening Center)
H1N1 NS1A inhibition = H1N1 influenza NS1A inhibitors, functional cell based assay (AID 504329); 340,000 tested, 0.3% active; NS1A functional cell-based assay, percent inhibition; higher % means a stronger effect; inhibition, % at 12.5 µM; hits with a dose series show IC50 in µM; in the data active = a potency from the dose series; inconclusive = inhibition above about 27% without an active follow-up result; note: strong numbers were not always called active
tuberculosis growth = growth inhibition of non-replicating M. tuberculosis (AID 488890); Mycobacterium tuberculosis non-replicating, growth inhibition; higher % means a stronger effect; one-dose inhibition, % at 25 µM; IC50 in µM for titrated hits; 320,000 tested, 0.39% active; in the data active = a potency from the dose series; inconclusive = inhibition mostly from about 82% at the one dose, without a potency; inactive = the rest, 99 in 100 with inhibition below about 76%;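 note: plate controls were DMSO cells for no effect and high antibiotic wells for full effect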
VEEV TC-83 Vero = inhibitors of VEEV TC-83 cytopathic effect, confirmation, Vero cells (AID 588727) | inhibition, % at 20 µM, or IC50 in µM where a hit was titrated | 350,000 tested, 0.13% active | Vero cells, VEEV TC-83 cytopathic effect inhibition; higher % means a stronger effect; in the data active = a potency from the dose series; inconclusive = inhibition mostly from about 14% at the one dose, without a potency; inactive = the rest, 99 in 100 with inhibition below about 12%; note: strong numbers were not always called active
Salmonella PhoP GFP = PhoP regulon inhibitors, Salmonella typhi PhoP promoter GFP reporter, confirmatory (AID 1850). one-dose inhibition, % at 50 µM; IC50 in µM for titrated hits. 310,000 tested, 0.33% active. Salmonella Typhi PhoP-promoter GFP reporter, fluorescence, 4 h; higher % means a stronger effect; in the data active = a potency from the dose series; inconclusive = inhibition mostly from about 25% at the one dose, without a potency; inactive = the rest, 99 in 100 with inhibition below about 19%;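 note: 0% = induced wells with vehicle and 100% = uninduced wells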
M. tuberculosis HTS = M. tuberculosis growth inhibition, HTS (AID 449762); M. tuberculosis H37Rv growth inhibition, 7H9 media; higher % means a stronger effect; inhibition, % at 25 µM; hits with a dose series show IC50 in µM; 330,000 tested, 0.59% active; in the data active = a potency from the dose series; inconclusive = inhibition above about 70% without an active follow-up result;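 note: bacterial growth assessed after seven days of incubation; strong numbers were not always called active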
VEEV TC-83 Vero 10K pilot screen = recorded beside VEEV TC-83 Vero, whose call it bears; inhibition, %; measured here: 10K pilot screen inhibition
* marks the source's active call; other numbers are inactive results; i = inactive; u = inconclusive; x = not tested or not shown. Not a hit list (roughly 1.6% active in at least one column).

SMILES	H1N1 NS1A inhibition	tuberculosis growth	VEEV TC-83 Vero	Salmonella PhoP GFP	M. tuberculosis HTS	others
Cc1ccc(S(=O)(=O)/N=C(/NC(=S)Nc2ccccc2)c2ccccc2)cc1	-3%	37%	6.9%	-2%	3%
CCC1(C)Cc2c(sc3[nH]c(=S)[nH]c(=S)c23)CO1 (stereo not drawn)	-2%	-7%	1.2%	-6%	5%
Cc1ccc(-c2nnn(CC(=O)N3CCCc4ccccc43)n2)cc1	16%	14%	6.1%	0%	-1%
O=C(CC1S/C(=N/N=C/c2ccco2)NC1=O)Nc1ccccc1 (stereo not drawn)	7%	7%	1.9%	4%	2%
O=C(NC1CC1)c1cccc(NC(=O)C2CC2)c1	-17%	x	i	x	x
Nc1ccccc1N=Cc1ccc(-c2cccc(Cl)c2)o1	6%	45%	5.8%	-4%	u
CCOc1ccc(NS(=O)(=O)c2ccc(C(=O)N3CC(C)OC(C)C3)cc2)cc1 (stereo not drawn)	3%	7%	0.4%	x	1%
COc1ccc(F)cc1C(=O)C1CCCN(C(=O)CCN2CCCCO2)C1 (stereo not drawn)	-4%	18%	0.2%	22%	-12%
CC(=O)N1N=C(c2ccc([N+](=O)[O-])cc2)CC1c1ccccc1Cl (stereo not drawn)	-3%	14%	i	1%	12%
CCN(CC(=O)Nc1ccccc1C(F)(F)F)C(=O)C1CCC1	-15%	-16%	0.5%	2%	-1%
CC(=O)c1ccc(N2CCN(C(=O)c3ccc(Cn4c(=S)[nH]c5ccc(N6CCOCC6)cc5c4=O)cc3)CC2)cc1	-9%	9%	0.5%	-5%	0%
NC(=O)NNC(=S)Nc1cccc2ccccc12	1%	u	4.9%	-6%	-3%
Cc1nc2ccccc2nc1OCC(=O)Nc1ccccc1	-11%	-14%	0.7%	-1%	2%
CCCN(CC)c1ncnc2[nH]ncc12	0%	x	3.4%	x	x
C=CCN(C)NC(=S)Nc1ccccc1	-12%	u	1.5%	-6%	-6%
COC(=O)c1cc(S(=O)(=O)N2CCN(c3ccccc3OC)CC2)cn1C	-2%	8%	1.1%	4%	3%
Cc1nnc(SCC(=O)Nc2ccc3c(c2)OCCO3)n1N	2%	4%	1.3%	2%	3%
CCSc1nnc(NC(=O)c2c(-c3ccccc3Cl)noc2C)s1	3%	33%	i	-1%	0%
CC(=C1C(=O)c2ccccc2C1=O)N1CCN(CCN=Cc2c(O)n(C)c(=O)n(C)c2=O)CC1	25%	-2%	0.1%	-7%	-2%
Cn1ncc(Cl)c1C(=O)N1CCN(c2ccc(F)cc2)CC1	9%	10%	0.9%	-5%	-12%
CC(=C\c1ccccc1)/C=C1/SC(=O)N(CCCC(=O)Nc2ccc(C(=O)O)cc2)C1=O	5%	6%	2.3%	-7%	1%
Cc1nnc(SCCOC(N)=O)n1C	-3%	x	2.6%	x	x
O=C(Nc1nnc(Cc2ccc([N+](=O)[O-])cc2)s1)c1ccc2c(c1)OCO2	-3%	-9%	0.3%	6%	7%
Cc1cccc(-n2ccnc2SCC(=O)N2CCCc3ccccc32)c1C	8%	35%	5.2%	1%	3%
Cc1ccc(C(=O)NC(Cc2cccc(F)c2)C(=O)O)cc1 (stereo not drawn)	0%	x	0.1%	x	x
SMILES	H1N1 NS1A inhibition	tuberculosis growth	VEEV TC-83 Vero	Salmonella PhoP GFP	M. tuberculosis HTS	others
Cc1cc(C)c(C#N)c(SCC(=O)NC2CC2)n1	4%	-4%	i	-6%	2%
O=C(OCc1cc(=O)n2c(n1)sc1ccccc12)c1ccc(O)cc1O	-15%	-5%	6.0%	10%	-8%
CCOC(=O)C1(Cc2ccccc2)CCCN(S(=O)(=O)N(C)C)C1 (stereo not drawn)	21%	4%	i	4%	2%
COc1cc(OC)cc(-c2nnc(SCC(=O)N3CCOCC3)o2)c1	7%	71%	3.5%	-9%	-9%
COC(=O)c1sc2nc(-c3ccccc3)nc(N3CCN(C)CC3)c2c1C	1%	x	1.2%	x	x
CSc1sc(C(=O)Nc2ccc(F)cc2F)c2c1C=CCC2	x	29%	6.1%	-2%	1%
C=CCC(C(=O)Oc1c(C(C)(C)C)cc(C)cc1C(C)(C)C)c1ccccc1 (stereo not drawn)	-6%	-5%	i	x	3%
C/C1=C\[C@@H](C)C/C=C/[C@H]2[C@@H]3O[C@]3(C)[C@@H](C)[C@H]3[C@H](Cc4c[nH]c5ccccc45)NC(=O)[C@]32C(=O)/C=C/C(=O)[C@@H]1O	0%	-1%	0.3%	9%	-4%
CCOc1ccc2nc(NC(=O)CN3CCN(C)CC3)sc2c1	-4%	33%	0.4%	-12%	u
CCc1ccc(/C=C2\SC(=S)N(CCCC(=O)Nc3ccc(C(=O)O)cc3)C2=O)cc1	19%	-1%	1.7%	0%	-6%
Cc1ccc(S(=O)(=O)NCCC(=O)NCc2ccccc2)cc1	7%	2%	1.2%	1%	-9%
O=C(COC(=O)CCc1ccccc1)NCc1ccccc1	-19%	35%	1.3%	x	-4%
N/C(=N\OC(=O)c1ccccc1Br)c1cccc([N+](=O)[O-])c1	6%	57%	1.0%	1%	42%
CC(=O)NCCn1c(SCc2ccccc2C)nc2ccccc2c1=O	1%	18%	i	28%	-8%
O=S(=O)(Nc1ccc2c(c1)nc1n2CCN(Cc2ccccc2)C1)c1ccccc1	5%	16%	4.5%	8%	-6%
O=C(CCCC(=O)N(c1ccc(F)cc1)C(C(=O)NC1CCCC1)c1ccc(O)cc1)Nc1ccccn1 (stereo not drawn)	2%	10%	1.1%	-7%	1%
Cc1ccccc1CN1C(=O)[C@@H]2Cc3c([nH]c4ccccc34)C(C)(C)N2C1=O	-3%	8%	4.1%	-1%	8%	VEEV TC-83 Vero 10K pilot screen=3.0
C=CCOc1ccc(/C=C2/C(=N)N3N=C(CC(=O)N4CCCC4)SC3=NC2=O)cc1OC	-8%	-2%	1.3%	11%	-5%
CCCCN(C)CCCN1C(=O)C2C(C(=O)Nc3cccc(OC)c3)C3C=CC2(O3)C1C(=O)NC1CCCCC1C (stereo not drawn)	3%	4%	0.4%	4%	6%
CCc1ccc2nc(NC(=O)Cn3cnc4ccccc4c3=O)sc2c1	-3%	1%	2.0%	5%	-3%
O=C(Nc1ccccc1)O/N=C1/CCCc2occc21	0%	0%	i	9%	-1%
Cc1ccccc1-n1c(SCC(=O)N2CCOCC2)nc(O)cc1=O	-9%	-8%	1.2%	4%	1%
Cc1cc(C)nc(-n2nc(C)c(Sc3ccc(F)cc3)c2N)n1	-15%	76%	1.4%	-5%	59%
Cc1cc(C(F)(F)F)nc(NCc2ccc(F)cc2)n1	-6%	-4%	3.8%	-7%	4%
Cc1ccc(NC(=O)CN(C)Cc2ccc(F)cc2)c([N+](=O)[O-])c1	12%	58%	i	-9%	-4%

For convenience, part of the list above:
SMILES	H1N1 NS1A inhibition	tuberculosis growth	VEEV TC-83 Vero	Salmonella PhoP GFP	M. tuberculosis HTS	others
Cc1cc(C)c(C#N)c(SCC(=O)NC2CC2)n1	4%	-4%	i	-6%	2%
O=C(OCc1cc(=O)n2c(n1)sc1ccccc12)c1ccc(O)cc1O	-15%	-5%	6.0%	10%	-8%

Following part.
SMILES	H1N1 NS1A inhibition	tuberculosis growth	VEEV TC-83 Vero	Salmonella PhoP GFP	M. tuberculosis HTS	others
CC(=O)c1cccc(NC(=O)CN2CCc3cc4c(cc3C2C)OCCCO4)c1 (stereo not drawn)	0%	24%	0.7%	-3%	5%
CCCCOc1ccc(/C=C/C(=O)OCC(=O)NC(=O)NCC(C)C)cc1OCC	-5%	-16%	0.1%	-4%	4%
Cn1ccnc1C(O)c1ccccc1 (stereo not drawn)	-4%	-11%	0.5%	-1%	0%
CCCN1CCN(c2ccc([N+](=O)[O-])cc2C#N)CC1	3%	x	0.8%	23%	6%
O=C(/C=C/c1ccccc1)NCCSCc1ccccc1	1%	39%	1.7%	11%	-6%
COc1ccc(NC(=S)NCC2CCCO2)c(C)c1 (stereo not drawn)	-2%	-14%	i	-5%	0%
O=C1C(=O)N(CCN2CCOCC2)C(c2ccncc2)/C1=C(/O)c1ccc2c(c1)OCO2 (stereo not drawn)	-2%	12%	0.3%	-11%	10%
Cn1c(/C=N/n2cnnc2)nc2ccccc21	-1%	45%	0.2%	4%	1%
CC1=C(CC/C(C)=N/NC(N)=S)C(C)(C)CCC1	-4%	61%	1.1%	1%	12%
O=C(O)c1cccc(Oc2ccc(C(=O)O)c([N+](=O)[O-])c2)c1	-8%	x	5.6%	x	x
COC(=O)C1=C(c2ccccc2)C[C@@H]2CC[C@H]1N2C	-9%	3%	2.6%	x	-1%
COc1ccc2c(c1OC)CN1CCc3cc4c(cc3[C@H]1C2)OCO4	-8%	-1%	0.5%	x	-6%	VEEV TC-83 Vero 10K pilot screen=0.3
CCS(=O)(=O)c1cc([N+](=O)[O-])c(Sc2ccccc2N)s1	4%	7%	1.3%	6%	-2%
O=C(COc1ccc(Cl)cc1)N(c1ccc(Cl)cc1)C1CN2CCC1CC2 (stereo not drawn)	4%	16%	i	-1%	-9%
CCOc1ccc(/C=C2/C(=N)N3OC(C)=CC3=NC2=O)cc1OC	6%	-8%	0.9%	3%	2%
O=C1OCCC1Sc1nnc(-c2ccc(Br)cc2)o1 (stereo not drawn)	-6%	9%	0.0%	-8%	7%
CCc1ccc(CNc2ccc3c(c2)ncn3CC)cc1	-6%	33%	1.5%	4%	-3%
CCOC(=O)N1CCN(c2nc3c(C)cccn3c(=O)c2C=O)CC1	0%	4%	2.2%	11%	-6%

13 entries out of the list, sorted by number of heavy atoms, ascending:
SMILES	H1N1 NS1A inhibition	tuberculosis growth	VEEV TC-83 Vero	Salmonella PhoP GFP	M. tuberculosis HTS	others
Cn1ccnc1C(O)c1ccccc1 (stereo not drawn)	-4%	-11%	0.5%	-1%	0%
Cn1c(/C=N/n2cnnc2)nc2ccccc21	-1%	45%	0.2%	4%	1%
CC1=C(CC/C(C)=N/NC(N)=S)C(C)(C)CCC1	-4%	61%	1.1%	1%	12%
COC(=O)C1=C(c2ccccc2)C[C@@H]2CC[C@H]1N2C	-9%	3%	2.6%	x	-1%
CCCN1CCN(c2ccc([N+](=O)[O-])cc2C#N)CC1	3%	x	0.8%	23%	6%
CCc1ccc(CNc2ccc3c(c2)ncn3CC)cc1	-6%	33%	1.5%	4%	-3%
O=C(O)c1cccc(Oc2ccc(C(=O)O)c([N+](=O)[O-])c2)c1	-8%	x	5.6%	x	x
Cc1ccc(NC(=O)CN(C)Cc2ccc(F)cc2)c([N+](=O)[O-])c1	12%	58%	i	-9%	-4%
CCOC(=O)N1CCN(c2nc3c(C)cccn3c(=O)c2C=O)CC1	0%	4%	2.2%	11%	-6%
O=C(COc1ccc(Cl)cc1)N(c1ccc(Cl)cc1)C1CN2CCC1CC2 (stereo not drawn)	4%	16%	i	-1%	-9%
CC(=O)c1cccc(NC(=O)CN2CCc3cc4c(cc3C2C)OCCCO4)c1 (stereo not drawn)	0%	24%	0.7%	-3%	5%
CCCCOc1ccc(/C=C/C(=O)OCC(=O)NC(=O)NCC(C)C)cc1OCC	-5%	-16%	0.1%	-4%	4%
O=C1C(=O)N(CCN2CCOCC2)C(c2ccncc2)/C1=C(/O)c1ccc2c(c1)OCO2 (stereo not drawn)	-2%	12%	0.3%	-11%	10%
